M5 antag: antagonists of human muscarinic M5 receptor (CHRM5); P08912; CHO-hM5 cells, Fluo-8 calcium fluorescence, ACh EC80; inhibition, % at 3 µM; hit rate 0.59% among 360,000;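 active means inhibition above a per-plate cutoff, the mean of that plate's test compounds plus 3 SD, cut at about 27% in these data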;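 further: 0% = acetylcholine EC80 with DMSO and 100% = DMSO without agonist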
Target sequence (P08912 whole entry, looked up): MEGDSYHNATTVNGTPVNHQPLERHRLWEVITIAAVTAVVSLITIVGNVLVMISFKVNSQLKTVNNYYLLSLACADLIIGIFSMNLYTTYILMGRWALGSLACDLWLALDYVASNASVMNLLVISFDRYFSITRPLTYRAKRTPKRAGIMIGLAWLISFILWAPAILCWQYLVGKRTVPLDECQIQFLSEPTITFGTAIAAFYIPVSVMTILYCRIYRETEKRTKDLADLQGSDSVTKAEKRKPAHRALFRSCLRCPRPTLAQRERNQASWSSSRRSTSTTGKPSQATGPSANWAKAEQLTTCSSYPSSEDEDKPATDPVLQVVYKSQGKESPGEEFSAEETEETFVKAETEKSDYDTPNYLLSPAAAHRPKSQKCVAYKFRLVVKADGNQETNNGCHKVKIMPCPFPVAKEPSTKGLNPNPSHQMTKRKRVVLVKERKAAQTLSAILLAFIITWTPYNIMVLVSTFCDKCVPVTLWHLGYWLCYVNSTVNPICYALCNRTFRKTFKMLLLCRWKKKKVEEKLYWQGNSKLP
CHRM5 PAM: CHRM5 positive allosteric modulation | CHO-K1 hM5, Fluo-8 calcium, ACh EC20 PAM; 0% = ACh EC20, 100% = ACh EC100 | hit rate 0.3% among 360,000 | activation, % at 3 µM | AID 624038 | P08912;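 active means activation above the run cutoff, the mean activation of all test compounds plus 3 SD, cut at about 18% in these data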
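Replicates: One well per compound, no replicates | System: Human M5 receptor in CHO-K1 cells | Benchmarks: Low control EC20 acetylcholine (0%), high control EC100 acetylcholine (100%) | Probe or stimulus: Acetylcholine, EC20 level | Times: Fluo-8 loading 80 min at 37 °C plus 30 min room temperature | Signal: Intracellular calcium via Fluo-8 fluorescence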
M1 PAM: potentiates human M1 receptor response to acetylcholine; hit rate 0.088% among 360,000; activation, % at 3 µM; CHO-K1 hM1, Fluo-8 calcium fluorescence, ACh EC20; 0% = ACh EC20, 100% = maximal ACh; P11229; AID 588819; in the data active means activation above about 19%, passing the limit was not always enough
Target sequence (P11229 whole entry, looked up): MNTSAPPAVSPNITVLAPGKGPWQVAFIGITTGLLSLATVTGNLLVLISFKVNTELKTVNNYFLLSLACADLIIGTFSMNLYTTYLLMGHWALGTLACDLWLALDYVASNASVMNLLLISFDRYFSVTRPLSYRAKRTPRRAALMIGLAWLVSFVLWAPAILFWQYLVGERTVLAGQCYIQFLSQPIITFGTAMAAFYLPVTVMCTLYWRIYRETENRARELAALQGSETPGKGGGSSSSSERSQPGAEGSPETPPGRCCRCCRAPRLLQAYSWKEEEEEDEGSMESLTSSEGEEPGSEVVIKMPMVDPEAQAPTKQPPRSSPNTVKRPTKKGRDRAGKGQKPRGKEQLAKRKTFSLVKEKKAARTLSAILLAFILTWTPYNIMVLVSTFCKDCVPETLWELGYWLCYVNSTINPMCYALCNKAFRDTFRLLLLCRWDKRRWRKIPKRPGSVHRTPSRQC
CRFBP-R2 agonist: agonists of human CRF-binding protein/CRF-R2 receptor complex; activation, % at 13.2 µM; AID 588473; HEK293 CRF-R2/CRF-BP, calcium dye fluorescence (FLIPR); percent of saturating CRF peptide response; hit rate 0.46% among 350,000;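 active means activation of at least 50%, plus an integration ratio under a set limit after plate pattern correction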;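 further: plate controls were neutral control wells without compound for no effect and CRF at EC100 for full effect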
CHRM4 antagonist: antagonists of human muscarinic M4 receptor (CHRM4) | P08173 | CHO-hM4 cells, ACh EC80, Fluo-8 calcium fluorescence | inhibition, % at 3 µM | hit rate 0.73% among 360,000 | AID 624125;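 active means inhibition above its plate's cutoff, the mean inhibition of sample wells plus 3 SD, cut at about 27% in these data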;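 further: 0% = acetylcholine EC80 with DMSO and 100% = DMSO without agonist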
CHRM4 PAM: positive allosteric modulators of human muscarinic M4 receptor; hit rate 0.4% among 360,000; AID 624126; CHO-K1 hM4/Gqi5, Fluo-8 calcium fluorescence, ACh EC20; 0% = ACh EC20, 100% = maximal ACh; P08173; activation, % at 3 µM;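 active means activation above its plate's cutoff, the mean activation of sample wells plus 3 SD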; further: some results filed as inactive read as strong as hits
M4 ag: CHRM4 agonism in calcium assay; P08173; CHO-K1 hM4/Gqi5, Fluo-8 calcium fluorescence; vehicle 0%, full acetylcholine response 100%; activation, % at 3 µM; hit rate 0.14% among 360,000; AID 624127;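 active means activation above the run mean over all test wells plus 3 SD, cut at about 32% in these data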;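 further: peak over basal fluorescence ratio per well then scaled between controls; 0% = DMSO wells and 100% = acetylcholine at EC100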
CRFR2-BP antag: blocks CRF-induced signaling of the CRF-BP/CRF-R2 complex. HEK293 CRF-R2/CRF-BP, CRF-induced calcium fluorescence. inhibition, % at 11.8 µM. hit rate 0.59% among 350,000. AID 588475;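 active means inhibition of the ligand-induced calcium signal above about 50% at the single tested concentration, limit read from the data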
CHRM5 agonist: CHRM5 agonism in calcium assay | P08912 | activation, % at 3 µM | AID 624037 | hit rate 0.19% among 360,000 | CHO-K1 hM5 cells, Fluo-8 calcium fluorescence; 0% DMSO wells, 100% maximal acetylcholine response;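 active means activation above the run's mean over test compounds plus 3 SD, cut at about 23% in these data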;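 further: signal is peak over basal fluorescence ratio across the kinetic read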
Starred values were filed as active, the others as inactive; / = no result given; & = joins results of further samples.

SMILES | M5 antag | CHRM5 PAM | M1 PAM | CRFBP-R2 agonist | CHRM4 antagonist | CHRM4 PAM | M4 ag | CRFR2-BP antag | CHRM5 agonist
Cc1cc(C)n2nc(-c3ccc(Cl)cc3)cc2n1 | -4 | 0 | 9 | -1.2 | -6 | 5 | 1 | 8 | 0
COc1ccc(N=C2S/C(=C\c3cc(C)n(C)c3C)C(=O)N2CC(C)C)cc1 | -1 | 5 | 4 | 6.6 | -13 | 4 | 1 | -14 | -1
CCOC(=O)C1CCN(C(=O)CNC(=O)Cn2c(C)cc3ccccc3c2=O)CC1 | 8 | 0 | 5 | 0.6 | 3 | -5 | 0 | 3 | -2
CC(=O)c1c(C)[nH]c(C(=O)OCC(=O)Nc2cc(S(=O)(=O)N3CCCCC3)ccc2C)c1C | 4 | -1 | 3 | -1.2 | 13 | -2 | 1 | 2 | -1
O=C1c2cccc([N+](=O)[O-])c2C(=O)N1c1c[nH]c(=O)[nH]c1=O | -7 | -8 | 1 | 0.4 | -12 | -6 | 1 | 7 | -4
CCCCN(C(=O)c1cccc(S(=O)(=O)N2CC(C)OC(C)C2)c1)c1c(N)n(CCCC)c(=O)[nH]c1=O (configuration not stated) | 2 | -4 | 8 | -0.7 | 0 | -4 | 1 | -4 | -3
O=C(Nc1nnc(SCc2ccccc2F)s1)C1=COCCO1 | 17 | -12 | -7 | 0.2 | 11 | -9 | 3 | 10 | -8
O=C(CNC(=O)c1ccccc1O)N/N=C/c1ccccn1 | -10 | 1 | 7 | 1.3 | -12 | -4 | 1 | -3 | -4
COC(=O)c1cc(C(=O)OCC(=O)NC2CCCC2)cc([N+](=O)[O-])c1 | 15 | -6 | 4 | -0.6 | -11 | 6 | 0 | -2 | -3
CCNc1nc2c(c(=O)[nH]c(=O)n2C)n1CC(C)C | -3 | 1 | 7 | -0.4 | -4 | 2 | 0 | 3 | 1
O=C(COc1cccc(NC(=O)c2ccco2)c1)c1ccccc1 | 1 | -5 | 6 | -3.0 | 3 | -5 | 7 | -10 | 1
C=CCC[C@@H](Cc1ccc(F)cc1)C(=O)OC[C@@H](Cc1ccccc1)NC(=O)[C@H](CC=C)CC(=O)NCCO | 8 | -5 | 5 | 0.7 | 0 | -8 | 13 | -36 | 4
C=CCNC(=O)c1cc(-c2cccnc2)nc2ccccc12 | 7 | -4 | 7 | -2.1 | -7 | -7 | 6 | 0 | -1
CC(C)N1C(=O)/C(=C/c2nc3ccccc3c(=O)n2-c2ccccc2)c2ccccc21 | 11 | -6 | 1 | -1.7 | 5 | 6 | 4 | 29 | -3
CCOc1ccc(N2C(=O)S/C(=C\c3cccn3C)C2=O)cc1 | 4 | -9 | -4 | 4.6 | 11 | -3 | 10 | -4 | 5
CN(Cc1ccccc1F)C(=O)c1ccccc1Sc1ccccc1C#N | 14 | -6 | -10 | -0.6 | -6 | -3 | 4 | 1 | -5
CCN(CC(=O)Nc1ccc2c(c1)OCCO2)C(=O)COc1ccc(C)cc1 | 10 | -7 | -3 | -5.1 | 7 | 2 | 2 | -6 | 0
Cc1ccccc1OCC(=O)Nc1ccc(C(=O)Nc2ccccc2C(=O)O)cc1 | -4 | 1 | 3 | -0.7 | 5 | 10 | 0 | 18 | -1
C[C@@H]1CN([C@H](C)CO)S(=O)(=O)c2ccc(Br)cc2O[C@@H]1CN(C)C(=O)CN1CCOCC1 | -2 | 5 | 9 | 0.2 | -12 | 11 | 1 | -13 | 1
N#Cc1ccc(CSc2ncnc3c2cnn3Cc2ccccc2)cc1 | -3 | -3 | -6 | 1.3 | -5 | -3 | 2 | 12 | -1
COc1ccc(NS(=O)(=O)c2ccc(O)c(C(=O)OCC(=O)N3CCCCC3)c2)cc1 | 1 | 7 | -4 | 0.8 | 6 | 7 | 5 | 6 | 6
COC(=O)c1sc(NC(=S)NC(=O)c2ccc(C)cc2)nc1C | -7 | 6 | 11 | -1.4 | 9 | -7 | 0 | 27 | 2
COc1ccccc1Nc1ncc(-c2cccs2)s1 | -11 | 6 | 10 | -0.2 | -2 | 1 | 1 | -2 | -2
CCOc1cccc(CN2CCC(Oc3ccc(C(=O)N4CCCC4)cc3)CC2)c1O | -1 | -2 | -11 | 1.7 | 18 | -6 | 0 | 8 | -4
Cc1ccc(NC(=O)CN2C(=O)NC(C)(C3CC3)C2=O)c(C)c1 (configuration not stated) | -1 | 1 | -1 | -0.5 | -8 | 5 | 0 | -8 | 1

Further structures:
SMILES | M5 antag | CHRM5 PAM | M1 PAM | CRFBP-R2 agonist | CHRM4 antagonist | CHRM4 PAM | M4 ag | CRFR2-BP antag | CHRM5 agonist
O=C(CSc1ccc2nnc(-c3ccncc3)n2n1)Nc1ccc2c(c1)OCO2 | 2 | -3 | 5 | -1.6 | 3 | 3 | 1 | 11 | 2
COc1ccc(C(=O)O/N=C(/c2ccccc2)c2ccncc2)cc1 | -3 | -4 | 4 | -0.6 | -3 | -3 | 3 | -5 | -1
C=CCN1C(=O)[C@@H]2Cc3c([nH]c4ccccc34)C(c3cc(OC)c(OC)c(OC)c3)N2C1=S (some centres not stated) | 12 | 1 | 6 | 0.7 | -3 | -3 | 5 | 19 | -2
Cc1ccc(S(=O)(=O)CC(=O)c2ccc([N+](=O)[O-])cc2)cc1 | 14 | -3 | -4 | -6.0 | 4 | -2 | 1 | 16 | -2
Cc1ccc(C)c(S(=O)(=O)N2CCCOC2CNC(=O)C(=O)NC2CC2)c1 (configuration not stated) | -6 | 5 | 1 | -0.2 | -1 | 5 | 1 | -7 | -2
O=C(Nc1ccc(N2CCCC2)cc1)c1cc(Cl)ccc1Cl | 7 | -1 | -26 | -1.3 | 16 | -12 | -1 | -15 | 2
Cc1ccc(NS(=O)(=O)c2ccc3c(c2)NC(=O)CO3)cc1 | -13 | 2 | -3 | -0.4 | -7 | -3 | 5 | -8 | 1
CC1(C)Cc2cccc(OCC(=O)NCc3ccc(F)cc3)c2O1 | -1 | 8 | -13 | -5.5 | 10 | -4 | 3 | 2 | -5
COc1ccc(CC(C)NCC(O)c2ccc(O)c(NC=O)c2)cc1 (configuration not stated) | 0&-1 | -4&-2 | / | 5.6&1.3 | -5&5 | 9&-6 | 0&0 | 23&-17 | -2&-1
COc1ccc2nc(SCC(=O)NC(C)(C)C)[nH]c2c1 | 6 | -3 | -3 | 0.3 | 0 | 1 | 1 | -2 | 2
Cc1nn(CC(=O)N2CCN(C)CC2)c(=O)c2c1sc1ccccc12 | 0 | 8 | -1 | 7.3 | -8 | -1 | 0 | -15 | 0
Cc1ccc(NC(=O)c2sc(Cl)nc2-c2ccccc2)cc1C | 1 | -7 | 0 | 1.1 | 0 | 6 | -2 | -35 | -3
COc1cc(/C=N/N2CCN(c3ccccc3OC)CC2)ccc1OC(C)=O | 12 | -10 | 2 | -2.4 | -4 | 0 | 2 | 11 | -2
Cc1nnsc1C(=O)NNS(=O)(=O)c1ccccc1 | 2 | 2 | 1 | -1.0 | 1 | 4 | 0 | 16 | -1
O=C(N/N=C/c1ccccc1)c1ccc(NC(=O)c2ccc(F)cc2)cc1 | 17 | 20* | 6 | -0.5 | 16 | 24* | 13 | 10 | 0
O=C(CN1CSCC1=O)N1CCN(S(=O)(=O)c2ccc(Cl)cc2)CC1 | -6 | -6 | 5 | 1.3 | -19 | 3 | 1 | 3 | -5
CCn1c(=O)c2c(nc3n2CCCN3CCc2ccc(OC)c(OC)c2)n(C)c1=O | 10 | -6 | -2 | 1.4 | 3 | -6 | 6 | -3 | 0
CCC1(c2ccccc2)NC(=O)N(CC(=O)Nc2cccc(S(=O)(=O)N3CCCCC3)c2)C1=O (configuration not stated) | 10 | -4 | 7 | 0.4 | -22 | 3 | 6 | -16 | -1
Cc1ccccc1NC(=O)c1cnc2ccccn2c1=O | 16 | -6 | 5 | -0.9 | -1 | 0 | 1 | -3 | 2
O=C(O)c1cccc2c1/C(=N/O)c1ccccc1-2 | -12 | 20* | 29* | -2.6 | -11 | 2 | 1 | 8 | 4
S=c1[nH]nc(-c2ccncc2)n1/N=C/c1cccc(Cl)c1 | -3 | 5 | 25 | -4.5 | -5 | -1 | 0 | -9 | 8
COc1ccccc1/C=C/C(=O)OCC(=O)N1CCCCC1 | 7 | 6 | 7 | -3.6 | -11 | 9 | 1 | 4 | 5
CCc1nnc(NC(=O)CCC(=O)NC2CCCc3ccccc32)s1 (configuration not stated) | -5 | -2 | 6 | -1.5 | 2 | -1 | 0 | 7 | 3
O=C(CNC(=O)[C@@H]1Cc2ccccc2CN1)NC1CCCC1 | 7 | -2 | 2 | -0.1 | 1 | -1 | 1 | -5 | -2
CCOC(=O)c1cccc(NC(=O)CCNS(=O)(=O)c2cccc3nonc23)c1 | 16 | -1 | 3 | 0.5 | 3 | -3 | 5 | -3 | -3

More results.
SMILES | M5 antag | CHRM5 PAM | M1 PAM | CRFBP-R2 agonist | CHRM4 antagonist | CHRM4 PAM | M4 ag | CRFR2-BP antag | CHRM5 agonist
CCOC(=O)CCCCCC(=O)Nc1ccc2c(c1)C(=O)N([C@H](C)CO)C[C@@H](C)[C@H](CN(C)S(=O)(=O)c1cn(C)cn1)O2 | -4 | -4 | 0 | -2.6 | 4 | 4 | 1 | 10 | 2
CCCC(C(=O)NCC1CCCO1)N(Cc1ccco1)C(=O)CNS(=O)(=O)c1ccc(F)cc1 (configuration not stated) | -4 | -7 | 3 | 1.4 | -6 | 1 | 2 | 11 | -1
COc1ccccc1NC(=O)C(C)OC(=O)Cn1cnc2c1c(=O)n(C)c(=O)n2C (configuration not stated) | 3 | 5 | -6 | -1.4 | -4 | 3 | 1 | 7 | -3
CCc1ccc(Nc2nc3ccccc3c(=O)s2)cc1 | -5 | 0 | 8 | 0.1 | 0 | 1 | 1 | 18 | -2
CCOP(=O)(OCC)c1nc(Cc2ccccc2)oc1NCc1ccccc1 | 2 | 4 | 17 | 0.7 | 5 | 1 | 1 | -12 | -2
O=C(Nc1cccc(-c2nc3ccccc3s2)c1)c1cccs1 | 14 | -9 | -5 | 0.9 | -3 | -7 | 5 | -10 | -5
COc1ccc(C(=O)Nc2ccc(Br)cn2)cc1S(=O)(=O)N1CCOCC1 | 4 | 1 | 15 | -1.4 | 6 | 2 | 8 | 10 | 6
O=C(NS(=O)(=O)N1CCCC1)C1=C(N2CCCC2)COC1=O | 3 | 1 | -7 | -0.1 | 1 | 3 | 0 | 7 | 1
Cc1ccccc1-c1ccc(=O)n(CC(=O)Nc2ccc(S(=O)(=O)N(C)C)cc2)n1 | -5 | -13 | -11 | -0.3 | 8 | -14 | 11 | 9 | 8
CCCn1c(O)c(N=NC(=O)CNC(=O)c2cccnc2)c2ccccc21 | 23 | -7 | 0 | -0.3 | -5 | -4 | 3 | 15 | -2
CC(C)C[C@@H](COCc1ccc(C(F)(F)F)cc1)N1CCN(C(=O)c2ccc(C(F)(F)F)cc2)CCC1=O | 6 | -6 | / | / | -8 | -2 | 2 | / | -1
CC(C)=CCN1CCN(Cc2cccc3nccnc23)CC1CCO (configuration not stated) | -9 | 9 | 3 | 4.5 | -13 | 11 | 0 | 5 | -14
O=C(O)Cn1ccnc1 | -5 | 16 | 0 | 3.4 | -3 | 4 | 0 | -2 | -4

Source: PubChem (several laboratories)
